Assay outcomes from PubChem BioAssay.
NPY1 pot ag – human NPY-Y1 potentiation or agonism, primary screen; NPY-Y1 expressing cells, potentiator/agonist activation; P25929; 220,000 tested, 0.37% active; AID 1304; activation, % at 3.6 µM; in the data active means activation above about 33%, passing the limit was not always enough;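 further: cells stimulated with NPY at EC10 then isoproterenol at EC100; 0% = low agonist plus stimulus and 100% = saturating agonist plus stimulus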
EP2 modulator – EP2 receptor (human) modulation; induction, % at 25 µM; EP2-expressing cells, cAMP HTRF FRET, PGE2 co-stimulation; 260,000 tested, 0.83% active; P43116;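 active means compounds whose cAMP rise, as percent of the full-agonist control response, exceeds 60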;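 further: rat C6 glioma line stably carrying human EP2 under a CMV promoter; the protocol text gives 20 µM as final concentration; 100% = response of wells given 1 µM PGE2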
NPY-Y1 antag – blocks the human neuropeptide Y Y1 receptor; AID 1040; HEK293-CNG Y1 cells, membrane potential fluorescence; NPY at EC95, then isoproterenol; inhibition, % at 3.6 µM; P25929; 200,000 tested, 1% active;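 active means inhibition above the campaign mean inhibition of all tested compounds plus 3 SD, cut at about 20% in these data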;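 further: 0% = DMSO wells given NPY plus isoproterenol and 100% = isoproterenol alone without NPY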
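Material: HEK293 Y1/CNG channel cell line | Also added: NPY (25 nM), isoproterenol (1 µM), Ro 20-1724 (25 µM) | Compound: One concentration, 3.6 µM, in 0.4% DMSO | Schedule: 3 h dye uptake, 1 h room-temperature compound, 45 min post-isoproterenol | Signal: Membrane-potential fluorescent dye readout | Read-out: % inhibition of NPY effect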
p97 ATPase inh – blocks human p97 ATPase activity; P55072; recombinant p97 ATPase, Kinase-Glo ATP luminescence, 3 h; inhibition, % at 8 µM; 220,000 tested, 0.42% active; AID 1481; in the data active means inhibition above about 15%;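 further: 0% = DMSO vehicle and 100% = wells lacking enzyme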
NPY-Y2 PAM-ag – potentiators or agonists of human neuropeptide Y receptor Y2; cells expressing NPY-Y2, potentiator/agonist read-out; activation, % at 3.6 µM; 220,000 tested, 0.45% active; in the data active means activation above about 27%;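 further: cells stimulated with NPY near EC25 plus isoproterenol at EC100; 0% = vehicle plus submaximal agonist and 100% = vehicle plus saturating agonist; some results beyond the cut were filed as inactive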
S1P4 agonist – agonists of human S1P4 receptor; O95977; activation, % at 4.98 µM; S1P4-expressing cell line, agonist reporter assay; 220,000 tested, 0.35% active; in the data active means activation above about 11%;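 further: 0% = DMSO vehicle and 100% = reference agonist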
eIF4E 4G PPI – eIF4E/eIF4G interaction inhibition in translation initiation | P63073+Q04637 | TR-FRET eIF4E-eIF4GI(517-606) binding, 2 h | inhibition, % at 21.7 µM | 220,000 tested, 0.37% active | AID 782;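 active means inhibition above about 30%, limit read from the data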;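 further: 0% = full FRET control wells and 100% = background wells lacking eIF4GI fragment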
S1P4 antag – human S1P4 receptor antagonism; O95977; S1P4-expressing cells, antagonist mode, reporter read-out; inhibition, % at 4.98 µM; 220,000 tested, 0.26% active; AID 1510; in the data active means inhibition above about 29%;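 further: 0% = wells stimulated with agonist and 100% = vehicle wells without agonist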
EP2 antag – inhibitors of human EP2 prostaglandin E2 receptor. P43116. C6 glioma cells expressing human EP2, cAMP TR-FRET; cells stimulated with saturating PGE2. inhibition, % at 25 µM. AID 1422. 260,000 tested, 0.52% active;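 active means percent inhibition above 40 after rounding to a whole number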;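 further: rat C6 glioma host cells with rolipram phosphodiesterase inhibitor present; the protocol text gives 20 µM as final concentration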
Numbers without * were called inactive; nt = not tested or not shown; & = joins results of further samples; [ ] = dose if it differs, or a comment.

SMILES	NPY1 pot ag	EP2 modulator	NPY-Y1 antag	p97 ATPase inh	NPY-Y2 PAM-ag	S1P4 agonist	eIF4E 4G PPI	S1P4 antag	EP2 antag
COc1ccc(-n2c(C)cc(/C=C3\SC(=S)NC3=O)c2C)cc1	13	-13	4	7	-2	0.3	-2	-11	6
CCOC(=O)c1cnc2c(-c3ccccc3)cnn2c1C	-11	-15	12	7	-11	-0.5	0	-11	9
Cc1ccc[n+](CC(=O)N2CCCc3ccccc32)c1	2	-7	5	-2	7	0.1	1	15	4
Brc1cc2c(cc1/C=N/Nc1nc3ccccc3s1)OCO2	-12	-28	0	1	-9	0.1	-10	3	41*
CCC(=O)N1CCN(c2ccc(Cl)cc2NC(=O)c2ccc3c(c2)OCCO3)CC1	8	9	0	-5	9	0.7	5	-17	6
N/C(Cc1ccc([N+](=O)[O-])cc1)=N\OC(=O)c1ccco1	2	4	1	2	7	0.2	-3	-11	14
CCN(CC)S(=O)(=O)c1cccc(C(=O)N/N=C/c2ccc(OC)c(O)c2)c1	18	-45	-1	1	-4	-2.7	0[fluorescence artefact?]	-28	4
Cc1sc2ncn(CCn3cnc4sc(C)c(C)c4c3=O)c(=O)c2c1C	11	-18	-2	4	2	0.1	1	-19	9
C=C(C)C(=O)OCCCCCCOc1ccc(C(=O)O)cc1	-29	30	4	-3	-3	-0.3	6	-2	10
CS(=O)(=O)N1CCC(C(=O)NCCc2ccccc2)CC1	-15	-3	7	-3	-2	2.3	-1	5	-3
O=C(c1ccc(-c2ccccc2)c(F)c1)C1CCCN(C(=O)c2cncs2)C1 (stereo unspecified)	-7	-63	-4	2	-18	1.8	1	-2	10
O=C(CN1CCCc2ccccc21)NC(=O)NCc1ccco1	-5	16	4	1	20	-0.1	2	-4	8
Cc1ccc(NC(=S)Nc2ccc(S(=O)(=O)N3CCOCC3)cc2)cc1S(=O)(=O)N1CCOCC1	-11	-76	2	9	4	0.0	-1	-3	7
Cc1ccc2cccc(N)c2n1	4	-6	8	0	-14	0.3	-3	3	5
COC(=O)C(C)(C)ONC(=O)Nc1ccccc1Cl	19	12	-3	2	18	1.8	-2	-1	1
Cc1nc(C)c(-c2csc(NCc3ccccc3)n2)s1	-15	-11	0	2	20	-0.4	1	-7	9
COc1ccc(CCC(=O)NCCc2nc3ccccc3[nH]2)cc1	-11	22	3	4	-4	0.2	0	-23	15
Cc1ccc(NC(=O)C2CC(=O)Nc3nncn32)cc1 (stereo unspecified)	-15	14	4	2	-9	1.4	3	1	4
NC(=O)c1cc(N)ccc1N1CCCCC1	7	9	6	2	14	-0.3	5	-3	3
COc1ccccc1-c1cc(N)n(S(=O)(=O)c2cccc3nsnc23)n1	6	-28	nt	2	-7	2.3	-1	3	4
CC(Oc1ccccc1)C(=O)NC1=NCCS1 (stereo unspecified)	-5	28	2	4	-8	-2.2	-3	4	3
CCC(C)(C)NC(=O)C(c1ccc(C)cc1)N(Cc1cccnc1)C(=O)c1csnn1 (stereo unspecified)	-20	29	-4	-6	-9	2.7	0	-10	8
Cc1ccc(NC(=S)N2CCN(c3ncccn3)CC2)cc1C	7	-9	-1	6	0	1.5	-4	-1	8
Cc1ccccc1OCC(=O)N/N=C/c1ccc(Sc2nc3ccccc3s2)o1	-13	-18	3	3	1	-1.0	-17	1	13
Clc1cccc(CSc2nc3ccncc3[nH]2)c1	-2	-31	0	-1	-6	-2.0	-2	-14	9
Cc1nn(C)c(C(=O)NNC(=S)NC2CCCCC2)c1Cl	7	19	-2	2	3	2.3	20[fluorescence artefact?]	-22	3
O=c1[nH]c2c(s1)C(c1ccc(O)cc1)C1C3CCC(C3)C1S2 (stereo unspecified)	19	25	-4	1	28	1.4	3	-3	14
Cc1sc2nc(C3CC3)nc(SCC(=O)N3CCc4ccccc4C3)c2c1C	-40	23&3	6	-3	-21	-2.9	-64	-6	7&1
COC(=O)c1ccc(C2C(C(=O)OCC(C)C)=C(C)N=C3SCCC(=O)N32)cc1 (stereo unspecified)	10	16	12	0	15	-0.3	2	-5	12
COc1ccccc1NC(=O)CCN1CCCCCC1	-5	3	3	0	4	2.0	6[fluorescence artefact?]	-11	8
Cc1cc(=O)n2[nH]c(-c3ccsc3-n3c(C)ccc3C)cc2n1	-1	7	nt	23*	6	0.1	7	-13	4
CCOC(=O)CNC(=O)c1c(C)nn(C)c1Cl	-2	-16	3	9	7	1.4	4	-6	2
COc1ccc(N(C2=NCCCS2)S(=O)(=O)c2ccc(C(C)(C)C)cc2)cc1	-1	58	0	1	4	0.5	4	-12	6
CC1CN(C(=S)NC(=O)c2cccc([N+](=O)[O-])c2)CC(C)O1 (stereo unspecified)	-24	7	0	-1	2	0.6	-6	4	11
COc1ccc(C(Nc2ccccn2)c2oc(CO)cc(=O)c2O)cc1 (stereo unspecified)	-5	-2	-2	0	6	-0.2	-5	-2	9
Cc1cc(C)cc(NC(=O)C2CCCC2)c1	-16	3	12	2	-13	1.5	-1	3	5
CCC(C)(C)NC(=O)CCCSc1nc2ccccc2s1	14	-45	-1	-2	2	0.5	-3	-19	3
CCC(C)c1ccccc1NC(=O)c1cccnc1 (stereo unspecified)	-23	-10	2	0	-15	3.1	0	-12	6
Cc1ccc(C2=C/C(=C\c3cccnc3)C(=O)O2)cc1	0	-6	2	5	11	0.6	-2[fluorescence artefact?]	-16	6
Cc1nonc1N1CCN(Cc2cn[nH]c2-c2ccc(F)cc2F)CC1	-9	-24	3	2	-1	0.8	4	-1	13

Retrieved by structure from above, four records:
SMILES	NPY1 pot ag	EP2 modulator	NPY-Y1 antag	p97 ATPase inh	NPY-Y2 PAM-ag	S1P4 agonist	eIF4E 4G PPI	S1P4 antag	EP2 antag
CCOC(=O)CNC(=O)c1c(C)nn(C)c1Cl	-2	-16	3	9	7	1.4	4	-6	2
COc1ccc(C(Nc2ccccn2)c2oc(CO)cc(=O)c2O)cc1 (stereo unspecified)	-5	-2	-2	0	6	-0.2	-5	-2	9
CC1CN(C(=S)NC(=O)c2cccc([N+](=O)[O-])c2)CC(C)O1 (stereo unspecified)	-24	7	0	-1	2	0.6	-6	4	11
COc1ccc(N(C2=NCCCS2)S(=O)(=O)c2ccc(C(C)(C)C)cc2)cc1	-1	58	0	1	4	0.5	4	-12	6

Three structures from above, arranged by length of the SMILES, ascending:
SMILES	NPY1 pot ag	EP2 modulator	NPY-Y1 antag	p97 ATPase inh	NPY-Y2 PAM-ag	S1P4 agonist	eIF4E 4G PPI	S1P4 antag	EP2 antag
CCOC(=O)CNC(=O)c1c(C)nn(C)c1Cl	-2	-16	3	9	7	1.4	4	-6	2
COc1ccc(C(Nc2ccccn2)c2oc(CO)cc(=O)c2O)cc1 (stereo unspecified)	-5	-2	-2	0	6	-0.2	-5	-2	9
Cc1nonc1N1CCN(Cc2cn[nH]c2-c2ccc(F)cc2F)CC1	-9	-24	3	2	-1	0.8	4	-1	13

The listing continues:
SMILES	NPY1 pot ag	EP2 modulator	NPY-Y1 antag	p97 ATPase inh	NPY-Y2 PAM-ag	S1P4 agonist	eIF4E 4G PPI	S1P4 antag	EP2 antag
COc1ccc(NC(=O)c2cc(-c3ccccc3OC)on2)cc1	-2	-4	12	5	0	0.4	-1	6	8
CC1(C(=O)NCc2cc(F)cc(C(F)(F)F)c2)C=CC2(CCCCC2)N1C(=O)c1ccccc1 (stereo unspecified)	3	45	0	0	2	-0.1	3	20	7
Cc1c(NC(=O)COC(=O)C2(c3ccccc3F)CCCC2)c(=O)n(-c2ccccc2)n1C	1	28	1	4	8	-0.5	-1	-7	5
COc1cc(N)n(S(=O)(=O)c2ccc(C)cc2)n1	14	15	-5	1	15	-0.7	1	9	10
CC(NC(=S)Nc1ccc(S(N)(=O)=O)cc1)c1ccc2c(c1)OCO2 (stereo unspecified)	8	-35	-5	0	7	1.9	2[fluorescence artefact?]	-12	7
O=C(Cc1cccs1)N(CC1CCCO1)C1(C(=O)NC2CCCC2)CCCCC1 (stereo unspecified)	-17	10	36*	-2	-10	-0.9	1	-13	2
COc1cc(C(=O)OC(C)C(=O)Nc2ccc3c(c2)OCO3)ccc1OCc1c(C)noc1C (stereo unspecified)	-25	-30	3	0	-26	1.1	-12	-5	23
CCCn1c(=O)[nH]c(=O)c2c(C(=O)OCC)cc(-c3cccs3)nc21	-7	39	10	0	8	4.3	22	-17	11
Cc1ccc(CN2C(=O)c3ccccc3C2C(=O)NCC2CCCO2)cc1 (stereo unspecified)	-33	-10	5	2	2	-2.6	-4	8	7
CC(NC(=O)C(=O)NN=C1CCCCCCC1)c1ccccc1 (stereo unspecified)	18	9	2	2	1	-0.3	-11	-4	11
Cc1[nH]nc2c1C(c1ccsc1C)C(C#N)=C(N)O2 (stereo unspecified)	33	-38&-9	-1	5	14	0.4	2	-6	35
O=C(N/N=C/c1ccncc1)C12CC3CC(CC(C3)C1)C2	0	-4	3	7	5	2.1	-1	-14	4
CN(C)CCCSc1nc(-c2ccccc2)nc2c1CCC2	-65	3	20	8	-13	3.8	2	-6	5
O=C(NC(C(=O)NCCN1CCOCC1)C12CC3CC(CC(C3)C1)C2)C1CCCCC1 (stereo unspecified)	-2	14	8	3	-6	0.7	-1[fluorescence artefact?]	-4	1
COc1cccc(CNCCO)c1OCc1ccc(Cl)cc1	-23	1	4	-4	-4	0.8	0	-4	5
CCOC(=O)C1CCN(C(=S)Nc2cccc(C)c2)CC1	-2	-26&-4	1	-1	-13	0.3	-5	-1	9&10
CNc1ccc(C2(O)C(=O)c3ccccc3C2=O)cc1	8	9	1	3	2	0.5	11[fluorescence artefact?]	-11	4
CCOC(=O)CSc1nnc(CNC(=O)c2ccc(OC)cc2OC)n1-c1ccc(OC)cc1	5	-9	7	2	0	0.2	-5	-1	2
Cc1ccc(S(=O)(=O)N2CCCN(S(=O)(=O)c3ccc(C)cc3)CC2)cc1	-4	-4	-5	-1	-1	-1.6	1	-10	10
O=C(c1ccoc1)N1CCC(CO)(CCc2ccccc2)CC1	-7	-41	-1	3	6	0.5	4	-2	4
CN(CC#CC(O)(c1ccccc1)c1ccccc1)C(C)(C)C	1	-1	nt	6	0	-1.2	0	9	4

An excerpt; count on the stated rates, not on these rows.
